ATXN viability = Viability Counterscreen for Primary qHTS for Inhibitors of ATXN expression; Potency, µM (highest dose often 56.7 µM), hits mostly cytotoxic; 0.49% of 400,000 active; S2 cells (HEK-293 line with an ATXN2-luciferase reporter) viability, CellTiter-Fluor protease fluorescence, 24 h; further: nearly all actives have a fitted effect of over 40% in size
HepG2 tox = qHTS for Inhibitors of TGF-b: Cytotox Counterscreen; HepG2 CAGA-GFP viability, ATP luminescence, 18 h; Potency, µM (titrated, usually from 46.1 µM), for inactives: at the top dose activity change, negative = cytotoxicity, usual class: cytotoxic; 0.76% of 410,000 active; AID 588856, 2011; further: some results filed as inactive show a strong effect at the top dose
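HepG2 CAGA-GFP cells (1000/well, DMEM with 1% FBS) received compound, then TGF-beta at 500 pg/mL final, and were incubated 18 hours at 37 degrees C. Viability was read by CellTiter-Glo luminescence. Media-only wells were set as complete cell-killing and DMSO as no toxicity.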
Nrf2 ARE act = qHTS of Nrf2 Activators. AREc32 ARE-luciferase reporter (MCF7-derived line), luminescence, 24 h. Potency, µM (series often up to 46.1 µM), for the others: at the highest dose activation, actives largely listed as activators. 0.31% of 410,000 active. AID 624171, 2012; further: % of control where 0% means no effect; nearly all actives have a fitted effect of over 65% in size
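Nrf2 activation is followed as ARE-luciferase induction in the AREc32 line after one day of compound treatment; luminescence is read with Steady-Glo.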
EPAC2 antag = qHTS for Antagonist of cAMP-regulated guanine nucleotide exchange factor 2 (EPAC2): primary screen; Rap guanine nucleotide exchange factor 4 (Homo sapiens), Q8WZA2; EPAC2 GEF exchange of Rap1B-BODIPY-GDP, fluorescence; Potency, µM (top dose mostly 114 µM), for inactives: top-dose activity, negative = inhibition, actives largely listed as inhibitors; 0.18% of 360,000 active; AID 720708, 2013; further: on the % scale 0 is the no-effect control and ±100 the full control effect; nearly all actives have a fitted effect of over 45% in size; many of its hits are not listed in these tables
Target sequence (Q8WZA2 whole entry, looked up): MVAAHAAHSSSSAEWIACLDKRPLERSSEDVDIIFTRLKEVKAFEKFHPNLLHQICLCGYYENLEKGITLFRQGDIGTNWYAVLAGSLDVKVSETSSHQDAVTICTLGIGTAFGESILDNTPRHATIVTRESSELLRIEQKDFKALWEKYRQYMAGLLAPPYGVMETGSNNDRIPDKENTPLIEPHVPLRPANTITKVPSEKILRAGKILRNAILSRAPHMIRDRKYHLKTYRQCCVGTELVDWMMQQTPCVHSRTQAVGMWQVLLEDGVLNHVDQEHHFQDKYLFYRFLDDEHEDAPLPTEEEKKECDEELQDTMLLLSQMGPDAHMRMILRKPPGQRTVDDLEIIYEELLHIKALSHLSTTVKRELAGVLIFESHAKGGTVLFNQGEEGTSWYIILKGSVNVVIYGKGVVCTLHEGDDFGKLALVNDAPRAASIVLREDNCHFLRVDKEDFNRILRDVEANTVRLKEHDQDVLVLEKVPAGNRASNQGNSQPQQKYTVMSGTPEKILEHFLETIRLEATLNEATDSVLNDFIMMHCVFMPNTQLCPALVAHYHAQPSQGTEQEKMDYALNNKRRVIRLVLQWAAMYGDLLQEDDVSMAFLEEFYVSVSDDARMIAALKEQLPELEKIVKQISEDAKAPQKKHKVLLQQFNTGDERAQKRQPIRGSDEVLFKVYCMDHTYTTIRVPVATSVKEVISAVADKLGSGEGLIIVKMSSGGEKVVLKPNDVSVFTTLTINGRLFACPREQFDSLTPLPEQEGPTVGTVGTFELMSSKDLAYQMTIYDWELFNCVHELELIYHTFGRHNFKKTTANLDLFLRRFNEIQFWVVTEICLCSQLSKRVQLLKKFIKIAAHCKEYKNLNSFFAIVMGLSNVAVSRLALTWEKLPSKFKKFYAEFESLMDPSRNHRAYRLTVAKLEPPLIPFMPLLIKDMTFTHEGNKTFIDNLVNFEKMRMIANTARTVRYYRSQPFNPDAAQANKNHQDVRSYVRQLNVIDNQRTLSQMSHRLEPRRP
TGFb SMAD3 inh = qHTS for Inhibitors of TGF-b; HepG2 CAGA-GFP TGF-b/SMAD3 reporter, GFP fluorescence, 18 h; TGF-beta stimulated, 500 pg/mL final; Potency, µM (titrated, usually from 46.1 µM), for the others: top-dose activity, negative = inhibition, usual class: inhibitors; 1.2% of 410,000 active; further: on the % scale 0 is the no-effect control and ±100 the full control effect; nearly all actives have a fitted effect of over 65% in size
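HEPG2 CAGA-GFP cells (1000/well, DMEM with 1% FBS) were pre-incubated 2 h at 37 degrees C, given compound by pin tool, then stimulated with TGF-beta at 500 pg/mL final for 18 h before per-cell GFP fluorescence imaging.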
A549 tox = Nrf2 qHTS screen for inhibitors: counterscreen for cytotoxicity. A549 ARE-Fluc cells, CellTiter-Fluor viability, 18-24 h. Potency, µM (highest dose often 46 µM), inactives show at the top dose activity change, negative = cytotoxicity, hits mostly inhibitors. 0.16% of 390,000 active; further: on the % scale 0 is the no-effect control and ±100 the full control effect
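Cytotoxicity counterscreen: CellTiter-Fluor fluorescence was measured in A549 ARE_Fluc cells after 18-24 h of compound exposure in a concentration series. The subsequent BugLite luminescent read reports ARE-luciferase activity.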
MCF10A rerep = A quantitative high throughput screen for small molecules that induce DNA re-replication in MCF 10a normal breast cells. MCF 10A DNA re-replication, Hoechst nuclear intensity, 48 h. Potency, µM (highest dose often 46.1 µM), for the others: at the top dose activity, positive = re-replication, actives largely listed as activators. 2.9% of 350,000 active. AID 624296, 2012; further: % of control where 0% means no effect; nearly all actives have a fitted effect of over 50% in size
ATXN2 expr inh = Primary qHTS for Inhibitors of ATXN expression; HEK-293 ATXN2-luciferase reporter, luminescence, 24 h; Potency, µM (top dose mostly 57 µM), inactives show at the highest dose activity change, negative = inhibition, hits mostly inhibitors; 0.72% of 360,000 active; further: on the % scale 0 is the no-effect control and ±100 the full control effect; nearly all actives have a fitted effect of over 55% in size
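ATXN2-luciferase reporter cells (luciferase flanked by upstream and downstream ATXN2 gene portions) were treated 24 h at 37 °C with compounds at up to 57 uM. SteadyGlo luminescence gave expression; GF-AFC fluorescence gave viability.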
Nrf2 block = Nrf2 qHTS screen for inhibitors; A549 ARE-Fluc reporter, luciferase luminescence, 18-24 h; Potency, µM (doses to about 46 µM), for the others: top-dose activity change, negative = inhibition, hits mostly inhibitors; 2.1% of 360,000 active; AID 504444, 2011; further: on the % scale 0 is the no-effect control and ±100 the full control effect; nearly all actives have a fitted effect of over 60% in size
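Quantitative HTS in A549 cells stably bearing an antioxidant response element-firefly luciferase construct. Inhibition of Nrf2-driven transcription was scored by luminescence after 18-24 h of compound exposure at 37 °C.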
* marks the source's active call; other numbers are inactive results; i = inactive; u = inconclusive; x = not tested or not shown; & = joins results of further samples; [ ] = another dose, or the depositor's remark. The call rests on the fitted dose curve; in most records, active means well fitted curve in the direction sought with a large enough effect; inconclusive means small, poorly fitted or top-dose-only effect, or another doubt; inactive means no such curve, though single readings can be large; an effect the other way counts as inactive or inconclusive. Potency means the concentration at half of the fitted maximal effect. This is a subset. The share of hits here may be higher or lower than overall.

SMILES	ATXN viability	HepG2 tox	Nrf2 ARE act	EPAC2 antag	TGFb SMAD3 inh	A549 tox	MCF10A rerep	ATXN2 expr inh	Nrf2 block
CCc1ccc(NS(=O)(=O)c2cc3c(cc2C)n(C)c(=O)c(=O)n3C)cc1	i	19%	0.7%	u	13%	-16%	12%	1%	u
O=C(COC(=O)c1ccc(F)cc1)NCc1ccc(F)cc1	i	1%	0.3%	1%	11%	5%	-1%	5%	18%
COc1ccc(CCC(=O)NCc2ccc3c(c2)CCN3C(=O)c2ccc(C)cc2)cc1	x	-2%	4.7%	x	-1%	0%	x	x	x
COc1cccc(CNC(=O)CN(C)S(=O)(=O)c2ccc3c(c2)c(=O)n(C)c(=O)n3C)c1	i	-1%&-1%	-0.6%&-0.3%	-7%	0%&0%	9%&-1%	5%	-16%&15%	13%&-2%
O=C(O)C(Nc1nc(C(F)(F)F)nc2ccccc12)c1ccccc1 (stereo not drawn)	u	-104%	-0.1%	-2%	-4%	-2%	-5%	-15%	6%
C[C@@]12C(=O)N(c3ccccc3)C(=O)N1[C@@H]1c3ccccc3OC[C@@H]1[C@H]2c1ccccc1	i	-16%	-0.1%	-13%	-1%	-8%	5%	-9%	-18%
O=C(CCn1c(=O)sc2ccccc21)NCCCn1ccnc1	i	4%	0.4%	2%	11%	7%	-4%	-18%	9%
O=C1Nc2c(Cl)cc(Cl)cc2C1=O	i	-55%	27%	u	u	u	u	-15%	-13%
CCOc1ccc(S(=O)(=O)NCCC(=O)NCC(c2ccc(OC)cc2)N2CCCC2)cc1 (stereo not drawn)	u	1%	0.2%	0%	5%	-4%	-3%	3%	14%
CC(=O)c1cc(CN2CCN(C3CCCCC3)C(CCO)C2)cs1 (stereo not drawn)	i	-2%	0.2%	2%	-8%	-5%	19%	-21%[11.3 µM]	18%
COc1ccccc1NC(=O)N1CCCC1C(=O)NCc1ccc(F)cc1 (stereo not drawn)	i	13%	-0.3%	-1%	-5%	1%	3%	-3%	-12%
C/C(=N\NC(=S)NCc1ccccc1)c1ccc2ccccc2c1OC(F)F	i	-25%	3.2%	u	u	3%	u	u	-11%
COC(=O)c1cccc(NC(=O)c2ccccc2)c1	i	-6%	6.5%	2%	-6%	10%	3%	x	14%
CSc1ccc(CN(C)CC(=O)Nc2c(F)cccc2F)cc1	i	4%	0.5%	-8%	-13%	4%	8%	u	u
CCc1c(C)nc(N)nc1Cl	i	15%	2.5%	-1%	12%	-12%	-7%	8%	5%
CC1(C(=O)Nc2ccc(Cl)c(Cl)c2)CCN1C(=O)CC(c1ccccc1)c1ccccc1 (stereo not drawn)	u	-32%	5.7%	9%	u	x	x	u	x
Cc1ccc(S(=O)(=O)N(CC(=O)O)Cc2ccco2)cc1	i	5%	0.1%	5%	-3%	1%	0%	x	10%
COc1ccc([C@H]2[C@H](C(=O)C(C)(C)C)N3N=Cc4ccccc4C3C23C(=O)OC(C)(C)OC3=O)cc1 (stereo partly drawn)	i	6%	0.4%	5%	0%	-1%	2%	5%	13%
COc1cccc(NC(=O)c2sc3nc(C)c(C(=O)Nc4ccc(C)cc4C)c(-c4sccc4C)c3c2N)c1	x	0%	2.2%	x	-13%	u	x	x	-4%
Nn1c(Cc2cccc3ccccc23)nnc1SCc1ccccc1Cl	i	-16%	2.2%	-11%	u	1%	-6%	0%	-7%
CCCn1nc(C(=O)NC2CCCC2)c2ccccc2c1=O	i	6%	-0.9%	12%	19%	1%	-12%	x	-12%
CCc1cc(=O)[nH]c(SCC(=O)N2CCCC2)n1	i	19%	-0.2%	7%	-26%	0%	1%	12%	-2%
N#CC1(Cc2ccc(Cl)cc2)c2ccccc2C=CN1C(=O)c1ccccc1 (stereo not drawn)	i	8%	-0.7%	-7%	15%	-1%	u	-14%	-24%
CC(=O)c1ccc(NC(=O)CSc2nccn2C2CCCC2)cc1	x	0%	4.8%	x	-2%	-8%	x	x	x
O=c1[nH]c(=S)[nH]c2c1[C@H](CCc1cccc(Cl)c1)O[C@H](C1CCCC1)C2	u	x	1.4%	-21%	x	x	x	-21%	x

Four of the compounds above, bar-delimited:
SMILES | ATXN viability | HepG2 tox | Nrf2 ARE act | EPAC2 antag | TGFb SMAD3 inh | A549 tox | MCF10A rerep | ATXN2 expr inh | Nrf2 block
O=C(O)C(Nc1nc(C(F)(F)F)nc2ccccc12)c1ccccc1 (stereo not drawn) | u | -104% | -0.1% | -2% | -4% | -2% | -5% | -15% | 6%
C/C(=N\NC(=S)NCc1ccccc1)c1ccc2ccccc2c1OC(F)F | i | -25% | 3.2% | u | u | 3% | u | u | -11%
CCc1ccc(NS(=O)(=O)c2cc3c(cc2C)n(C)c(=O)c(=O)n3C)cc1 | i | 19% | 0.7% | u | 13% | -16% | 12% | 1% | u
CC(=O)c1cc(CN2CCN(C3CCCCC3)C(CCO)C2)cs1 (stereo not drawn) | i | -2% | 0.2% | 2% | -8% | -5% | 19% | -21%[11.3 µM] | 18%

(continued)
SMILES	ATXN viability	HepG2 tox	Nrf2 ARE act	EPAC2 antag	TGFb SMAD3 inh	A549 tox	MCF10A rerep	ATXN2 expr inh	Nrf2 block
Cc1ccc(C)c(OC2=NS(=O)(=O)c3ccccc32)c1	i	0%	-0.1%	5%	-3%	1%&0%	8%	11%	8%&-11%
COc1cc(Cl)cc(C(c2c(C(=O)O)[nH]c3ccccc23)c2c(C(=O)O)[nH]c3ccccc23)c1O	i	-5%	-0.3%	-4%	-1%	1%	3%	-5%	u
COc1ccnc(N2CCN(c3ccccc3)CC2)c1C#N	i	-41%	4.7%	-21%	u	1%	6%	3%	21%
Nc1ccc(Oc2ccc3c(c2)C(=O)N(CC2CCCO2)C3=O)cc1 (stereo not drawn)	i	-17%	-1.1%	-13%	-6%	0%	16%	3%	u
COc1ccccc1NC(=O)Cn1c(CN2CCCCC2)nc2ccccc2c1=O	i	-17%	0.3%	-5%	-10%	-2%[1.84 µM]	-6%	-3%	-23%
Cc1ccc2nc(Nc3ccc(C)c(Cl)c3)c3nncn3c2c1	i	-21%	2.4%	-3%	-25%	10%	-1%	x	1%
O=C(NCc1nc2ccccc2[nH]1)C1=C[C@@H](C2CCCCC2)C[C@@H](OCc2ccc(CO)cc2)O1	u	-35%	-1.2%	-12%	u	u	u	u	u
CCOC(=O)c1sc2nc(CSc3ccccc3Cl)[nH]c(=O)c2c1C	i	7%	-0.2%	-11%	-1%	-9%	u	x	u
Cc1cc(=O)oc(C)c1C(=O)NCCN1CCOCC1	i	-9%	0.0%	-6%	-1%	6%	15%	-9%	19%
CCOc1ccc(Nc2cc(=O)[nH]c(=O)[nH]2)cc1	i	-1%	0.4%	8%	0%	2%	6%	x	5%
O=C(NCc1ccc(F)cc1)c1ccc(Cn2c(SCc3ccc(F)cc3)nc3cccnc32)cc1	x	-31%	3.6%	x	u	-5%	x	x	11%
CCOCc1cc(CN2CCC(CCC(=O)NC3CC3)CC2)ccc1OC	i	-20%	-0.5%	-6%	-17%	10%	2%	-32%	8%
CCCNC(=O)Cc1c(C)n(C(=O)c2ccc(Cl)cc2)c2ccc(OC)cc12	i	-9%	-0.2%	1%	0%	-20%	u	-17%	18µM*
O=C(Nc1ccncc1)c1ccc2c(c1)C(=O)N(C1CCCCC1)C2=O	i	-5%	-0.6%	12%	-16%	1%	5%	-12%	-28%
O=C(CNC(=O)c1ccco1)N=Nc1c(O)[nH]c2ccc([N+](=O)[O-])cc12	i	-30%	19%	-1%	0%	4%	0%	-6%	8%
O=C(NC1CC1)c1ccc2sc([C@H]3C[C@H](O)[C@@H](CO)O3)nc2c1	i	0%	-0.7%	-20%	17%	x	x	3%	x
COc1cccc(NC(=S)NC(=O)Cc2ccc(Cl)cc2)c1	i	-1%	-0.2%	21%	-14%	1%	1%	-7%	1%
Cn1c(=O)c2c(nc(CN3CCc4ccccc4C3)n2Cc2cccc(Cl)c2)n(C)c1=O	u	-16%	4.2%	-5%	u	1%	u	-24%	-30%
O=C(CC1CC2CCC1C2)N1CCN(S(=O)(=O)c2ccc(C(F)(F)F)cc2)CC1 (stereo not drawn)	i	-11%	-0.2%	-1%	-4%	x	x	x	x
CCOC(=O)c1c(CCl)nc2ccccc2c1C	i	-9%	8.5%	-10%	0%	3%	8%	-21%	8%
Cc1noc(-c2ccc(-c3noc(-c4ccc(Cl)cc4)n3)cc2)n1	i	-15%	-0.8%	x	-15%	5%	x	-9%	x
CCc1ccc(N(CC)C(=O)Cn2nc(Cc3cccnc3)c3ccccc3c2=O)cc1	x	-36%	1.1%	x	u	-2%	x	x	5%
CC(C)CCNS(=O)(=O)c1ccc(-c2ccc(S(=O)(=O)NCCC(C)C)cc2)cc1	i	-16%	0.2%	0%	-1%	7%	26%	-9%	0%
O=c1oc(-c2cccs2)nc2sc3c(c12)CCCC3	i	4%	7.6%	-2%	3%	-9%	18µM*	4%	-12%
O=C(Nc1cccnc1)c1ccccc1F	i	-11%	-0.2%	12%	-3%	-5%	3%	3%	-17%
SMILES	ATXN viability	HepG2 tox	Nrf2 ARE act	EPAC2 antag	TGFb SMAD3 inh	A549 tox	MCF10A rerep	ATXN2 expr inh	Nrf2 block
CC(C)CN(C(=O)CSc1nc2ccccc2o1)c1c(N)n(Cc2ccccc2)c(=O)[nH]c1=O	i	5%	2.3%	26%	u	2%	-1%	7%	5%
c1ccc(-c2nnc(SCc3cn4ccsc4n3)o2)cc1	i	-54%	3.8%	-2%	-12%	-8%	6%	32%	-9%
CCOC(=O)c1c(NC(=O)c2ccc(S(=O)(=O)N3CCC(C)CC3)cc2)sc2c1CCN(CC)C2	x	-92%	6.1%	x	49%[activator]	-5%	x	-10%	x
COc1ccc2[nH]cc(CCNC(=O)c3ccc4ccccc4n3)c2c1	i	-13%	2.5%	-5%	1%	7%	15µM*	5%	-2%
COc1ccc2oc(C(=O)NC3(C)CCS(=O)(=O)C3)c(C)c2c1 (stereo not drawn)	i	-4%	0.0%	-6%	-11%	-1%	-1%	8%	3%
CC(C)(O)c1[nH]c2cc(F)ccc2c1C(C)(C)O	i	-9%	1.6%	1%	-18%	3%	-23%	1%	10%
